KLF5 inhibitor – inhibitors of KLF5 expression. hit rate 0.23% among 290,000. DLD-1 KLF5 promoter-luciferase reporter, luminescence. inhibition, % at 5 µM;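 active = inhibition above a per-plate limit of that plate's mean compound inhibition plus 3 SD, cut at about 60% in these data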;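 note: 0% = DMSO wells and 100% = LY294002 at 200 µM; higher means less KLF5 promoter-driven luciferase light; inactives centre near -14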
aSyn UTR inh – 5' untranslated region of α-synuclein, MLPCN primary screen | inhibition, % (tested at 7.5 µM) | hit rate 0.82% among 300,000 | alpha-synuclein 5'UTR reporter, inhibitor activity | AID 1813; in the data active = inhibition above about 60%; inconclusive = no clear call, values can overlap the other calls;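 note: H4 neuroglioblastoma cells stably carrying SNCA 5'UTR luciferase fusion; 0% = DMSO wells and 100% = positive control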
GSK3A inh – human GSK-3 alpha kinase inhibition; P49840; ADP-Glo luminescence, 60 min; inhibition, % at 10 µM; hit rate 0.1% among 320,000;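 in the data active = inhibition above about 50%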;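 note: GST-tagged GSK-3 alpha with peptide substrate and 25 µM ATP; 0% = DMSO neutral wells and 100% = GW8510 positive control wells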
Target sequence (P49840 whole entry, looked up): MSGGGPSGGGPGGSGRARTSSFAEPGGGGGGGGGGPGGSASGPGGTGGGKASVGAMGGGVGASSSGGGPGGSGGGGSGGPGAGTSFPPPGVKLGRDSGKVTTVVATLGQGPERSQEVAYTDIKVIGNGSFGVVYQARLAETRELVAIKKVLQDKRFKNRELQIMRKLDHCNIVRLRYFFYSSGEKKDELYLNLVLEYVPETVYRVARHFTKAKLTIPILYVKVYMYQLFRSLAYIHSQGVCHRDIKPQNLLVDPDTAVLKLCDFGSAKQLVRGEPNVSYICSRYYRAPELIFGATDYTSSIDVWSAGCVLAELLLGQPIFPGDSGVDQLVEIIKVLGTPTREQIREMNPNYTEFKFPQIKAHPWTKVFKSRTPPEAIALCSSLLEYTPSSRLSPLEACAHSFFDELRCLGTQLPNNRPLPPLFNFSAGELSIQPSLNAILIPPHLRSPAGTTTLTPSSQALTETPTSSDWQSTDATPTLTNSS
IEC-6 tox – kills IEC-6 intestinal cells in KLF5 counter-screen. IEC-6 cytotoxicity, luminescence viability. inhibition, % at 5 µM. hit rate 0.78% among 290,000; in the data active = inhibition above about 22%;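 note: 0% = plate median of test compound wells and 100% = cytotoxic reference compound wells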
HSF1 inh – HSF1 inhibition; hit rate 0.77% among 300,000; activity change, negative = inhibition, % at 7.5 µM (by protocol); NIH3T3-HGL HSE-luciferase, MG132-induced, luminescence 8 h; stronger effect = lower value;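 active = more than half of replicate wells show activity change below -50%, luminescence cut by over half; inconclusive = some wells, but at most half, below -50%; inactive = no replicate well below -50%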;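 note: luciferase reports HSF-1 transcriptional activity via heat shock element; 0% = median of DMSO wells and -100% = zero luminescence signal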
GSK3beta inhib – blocks human GSK3beta kinase activity; activity score (negative = inhibition), % at 10 µM; GST-GSK3beta kinase, ADP-Glo luminescence, 60 min; stronger effect = lower value; P49841; AID 2097; hit rate 0.038% among 300,000;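 active = more than half of replicate wells score below -50%, meaning over 50% inhibition versus plate controls; inconclusive = some replicates but at most half score below -50%; inactive = no replicate scores below -50%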;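 note: 0% = median DMSO wells and -100% = median GW8510 positive control wells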
Target sequence (P49841 whole entry, looked up): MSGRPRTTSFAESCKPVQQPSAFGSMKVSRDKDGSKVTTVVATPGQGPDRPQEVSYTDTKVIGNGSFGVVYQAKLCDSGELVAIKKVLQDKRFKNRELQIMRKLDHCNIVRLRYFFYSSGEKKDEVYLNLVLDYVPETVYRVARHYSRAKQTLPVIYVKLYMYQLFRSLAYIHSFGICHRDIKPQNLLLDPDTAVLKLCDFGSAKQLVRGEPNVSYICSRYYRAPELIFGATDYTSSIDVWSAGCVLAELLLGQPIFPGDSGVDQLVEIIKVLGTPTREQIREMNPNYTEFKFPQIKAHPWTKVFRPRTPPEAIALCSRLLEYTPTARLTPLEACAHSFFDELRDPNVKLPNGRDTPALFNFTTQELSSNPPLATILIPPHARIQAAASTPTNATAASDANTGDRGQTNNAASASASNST
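Assay system: GST-fused GSK3beta enzyme, cell-free / Medium: Tris pH 7.5 buffer with MgCl2, DTT, BSA, heparin / Also added: peptide substrate plus 25 µM ATP (final) / Compound: 10 µM single point / Timing: kinase reaction with compound 60 min at room temperature / Detection: ADP-Glo luminescence / Benchmarks: DMSO neutral wells and GW8510 at 20 µM as positive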
HSF-1 act – increases HSF-1 driven luciferase reporter signal. NIH3T3-HGL HSF-1 luciferase reporter, MG132, 8 h; 100% = twice DMSO control signal. activation, % at 9 µM. hit rate 1.7% among 300,000. AID 504408;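 active = mean replicate activation of at least 50% with a set share of replicates each reaching 50%; inconclusive = only one of those two conditions met; inactive = mean below 50% and too few replicates reaching it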;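 note: 0% = median of the neutral control wells and 100% = twice that signal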
HIF act – HIF pathway transcriptional activation; U2OS HRE-luciferase reporter, luminescence; normalized: DMSO 0%, desferrioxamine 100%; activation, % at 7.5 µM (by protocol); hit rate 0.32% among 300,000; AID 1910;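 active = mean activation of at least 10% of the iron chelator positive control signal, with at least half of replicates also reaching 10%; inconclusive = mean and replicate majority disagree about reaching 10%; inactive = mean and most replicates under 10%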
AI-2 QS mod – modulators of Vibrio harveyi AI-2 quorum sensing system. Vibrio harveyi JMH597 AI-2 luminescence/OD600 ratio, 9 h; stronger effect = lower value; strain lacks LuxN and CqsS sensors; 0 = neutral-control median. activity change, % at 7.5 µM. hit rate 0.4% among 300,000; in the data active = activity change below about -75%, passing the limit was not always enough; inconclusive = no clear call, values can overlap the other calls;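 note: luminescence divided by OD600 gain over 9 h not by final OD600 alone; inactives centre near 13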
HSP90 refold inh – HSP90 refolding inhibition in rabbit reticulocyte lysate; hit rate 0.91% among 290,000; inhibition, % at 5.6 µM; luciferase refolding luminescence, 3 h;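 active = inhibition above the screen-wide mean plus 3 SD, computed separately per campaign, cut at about 16% in these data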;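 note: 0% = DMSO wells and 100% = 60 µM geldanamycin wells; inhibitors lower the luminescence because luciferase stays unfolded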
* marks the source's active call; other numbers are inactive results; ? = inconclusive; . = no result given; & = joins results of further samples. Random draw from the library; any-hit rate near 4.7%.

Results follow in this order: KLF5 inhibitor	aSyn UTR inh	GSK3A inh	IEC-6 tox	HSF1 inh	GSK3beta inhib	HSF-1 act	HIF act	AI-2 QS mod	HSP90 refold inh
[1] COc1ccc(COC(=O)c2nc3nc(C)cc(C)n3n2)cc1F
    9	0	0	1	-3	-1	11	-0.3	5	-2
[2] CCN(CC)S(=O)(=O)c1cccc(-c2nc3n(n2)Cc2ccccc2-3)c1
    -19	-86	-1	-4	13	-3	17	2.1	43	-1
[3] COc1cc(C(=O)N/N=C/C2CC=CCC2)cc(OC)c1OC (stereo not drawn)
    64*	108*	-3	90*	-29	-2	-34	0.2	11	-1
[4] CCOc1ccc(Cl)cc1S(=O)(=O)N1CCC(C(=O)NCc2ccncc2)CC1
    3	21	0	0	-4	1	-11	-0.1	8	-4
[5] NC(=O)C1CCN(C(=O)Cc2ccc(-c3ccccc3)cc2)CC1
    -19	-4	-1	-5	0	1	22	-0.1	18	0
[6] CCCc1nn2c(=O)cc(CSCC(=O)Nc3ccccc3)nc2s1
    -25	-6	1	0	-2	1	8	-0.2	5	0
[7] COc1ccc(-n2nc(C(=O)NCC(=O)NC(C)C)c3ccccc3c2=O)cc1Cl
    -43	19	-2	6	-6	2	2	1.8	32	-2
[8] CCc1nc2ccccc2c(NC(=O)CN2CCC(C)CC2)c1C
    3	6	1	-5	8	2	6	-0.1	8	3
[9] O=C(/C=C/c1ccc(Cl)cc1)NCc1ccncc1
    0	-17	1	2	-1	0	-3	-0.1	-47	-3
[10] c1cncc(-c2nc3ccccc3[nH]2)c1
    -65&-3	-88	-2	14&5	5	-1	-3	1.1	3	1&0
[11] O=[N+]([O-])c1cccc(-c2ccc(SCc3cccnc3)nn2)c1
    -61	-58	-2	4	10	1	29	1.4	0	2
[12] OCCCNc1ncnc2scc(-c3ccc(Cl)cc3)c12
    -3	19	27	-7	-41	-5	-45	1.5	-2	-2
[13] O=C(Cc1csc(Nc2nc(=S)[nH]c3ccccc23)n1)N1CCN(c2cccc(C(F)(F)F)c2)CC1
    12	27	-3	10	-7	-4	16	-2.4	24	7
[14] CCn1c(COc2ccccc2C)nnc1SCC(=O)OC
    -35	-13	0	-2	0	-7	-1	0.0	13	-1
[15] O=C(NCc1cccc(Cl)c1)c1cc(COc2ccc3ncccc3c2)on1
    -5	6	-2	5	5	0	6	-0.6	?	6
[16] Cn1nc(-c2ccc(Cl)cc2)c2cc(C(=O)NCCCN3CCCC3)sc21
    -23	-39	8	13	4	-10	0	.	21	-1
[17] O=C(/C=C/c1cccs1)N1CCC2(CC1)Oc1ccc(F)cc1C(=O)C21CC(c2ccccc2)=NO1 (stereo not drawn)
    .	31	-1	.	-9	2	-24	-0.6	32	.
[18] Cc1noc(C)c1CSc1nc2ccccc2n1CCc1ccccc1
    6	3	-1	2	18	0	36	-0.2	8	3
[19] O=C(c1ccc(Cn2cc([N+](=O)[O-])cn2)o1)N1CCCC1
    -10	-1	.	-6	-1	-1	0	-0.1	10	-3
[20] CCCCCC(=O)N1CCN(CCN=CC2=C(O)CC(c3ccc(OC)c(OC)c3)CC2=O)CC1 (stereo not drawn)
    -22	14	-1	-8	-3	2	-9	0.9	21	0
[21] O=C(NCCC1=CCCCC1)C1CCN(S(=O)(=O)N2CCCC2)CC1
    -15	-4	-3	-5	-3	-1	1	0.3	22	-4
[22] C=CCc1cccc(CNc2nc3ccccc3n2C)c1O
    -9	6	-2	-1	13	2	40	-1.2	2	-2
[23] COc1ccccc1/C=C/C(=O)Nc1cccc(S(=O)(=O)NC2=NCCCCC2)c1
    -9	9	-1	13	0	0	0	0.1	25	10
[24] O=C(NC1CCCCNC1=O)c1ccco1 (stereo not drawn)
    -19	-6	-1	-7	-5	-1	-7	-0.3	1	-2
[25] Cc1ccc(C(F)(F)F)cc1NC(N)=S
    -27	7	-2	-1	-2	1	16	-0.2	21	2
[26] Cn1c(CNC(=O)c2ccc(Cl)c(Cl)c2)nnc1SCC(=O)Nc1sc2c(c1C#N)CCCC2
    -38	20	-2	-1	-4	0	0	-0.1	21	-5
[27] CC(/C=C/c1ccc(OCc2ccccc2)cc1)=N\O
    -74	-133	0	-3	37	-3	?	1.5	14	-5
[28] O=[N+]([O-])c1cccnc1Oc1ccc(OCc2ccccc2)cc1
    -63	-79	2	3	14	5	32	1.3	-12	5
[29] CCCCS(=O)c1snnc1C (stereo not drawn)
    -12	8	1	1	-2	-1	-10	0.0	2	-1
[30] Nc1nc(CCl)nc(Nc2cccc3ccccc23)n1
    -5	-18	10	91*	-77*	-2	-79	-0.4	28	1
[31] COc1cc2cc(CN(CCN3CCOCC3)C(=O)Nc3ccc(F)cc3)c(=O)[nH]c2cc1OC
    -1	5	-1	3	-1	-4	-3	0.2	16	2
[32] Cc1cc([N+](=O)[O-])nn1CC(=O)NCCCN1CCOCC1
    -4	7	-1	2	1	1	12	-0.4	30	3
[33] COCCNC(=O)C(C)Oc1ccc(Cl)cc1Cl (stereo not drawn)
    -7	14	2	-3	-5	-3	-1	1.8	39	3
[34] CCC(C)[C@H]1CN=C(N)N1CCc1cc(C(F)(F)F)cc(C(F)(F)F)c1 (stereo partly drawn)
    .	-6	6	.	1	-12	-12	0.3	5	.
[35] COc1ccc(NC(=O)COCC(=O)Nc2ccc(C)cc2)cc1
    -54	18	-1	0	-1	2	3	1.2	16	-2
[36] O=C1CC(c2ccc(Cl)cc2)n2nc(NS(=O)(=O)c3ccc(F)cc3)nc2N1 (stereo not drawn)
    -44	7	.	0	15	-2	64*	3.9	4	0
[37] O=C(Cc1ccc(Br)cc1)N1CCN(C(=O)c2ccco2)CC1
    -3	-1	-1	-4	3	-2	12	0.1	17	1
[38] COc1ccc(NC(=O)c2oc3ccccc3c2NC(=O)COc2ccccc2OC)c(OC)c1
    -25	32	2	0	-14	3	-23	-0.4	18	0
[39] O=C(CSc1nnc(-c2ccccc2F)o1)OCc1ccccc1
    -21	0	-2	-4	-6	0	-18	-0.5	-6	1
[40] O=C(O)c1[nH]nc2c1COc1ccccc1-2
    7	.	1	-2	.	-1	.	.	21	-3
[41] CC1CCN(C(=O)c2ccc(S(=O)(=O)NCc3ccco3)cc2)CC1
    -11	-19	0	5	-8	1	7	0.2	35	-2
[42] COc1ccc(-n2c(Cc3cccn3C)nnc2SCC(=O)Nc2nccs2)cc1
    -4	-12	-2	1	-3	0	3	-0.3	15	-4
[43] Cc1ccccc1CN1CCN(C(=O)c2cccc(F)c2)CC1
    19	10	-1	5	-12	-1	-11	1.2	27	3
[44] O=C1CC(c2cccc(Cl)c2)CC(O)=C1C=NCCCO (stereo not drawn)
    -30	6	-2	3	-10	2	2	-3.4	11	0
[45] O=C(NC1CCCC1)C(c1cccnc1)N(C(=O)c1csnn1)c1ccc(F)cc1 (stereo not drawn)
    8	15	3	7	8	-2	26	0.0	-2	2
[46] COc1ccc(CCN(C(=O)/C=C/C(=O)O)C2CC(=O)N(c3ccccc3)C2=O)cc1 (stereo not drawn)
    -8	18	1	-1	4	-2	41	0.1	2	-2
[47] Cc1cc(OCc2nn[nH]n2)c2c(C)c(CC(=O)O)c(=O)oc2c1
    -3	11	-1	-4	-10	4	7	-0.4	-6	2
[48] CCOc1ccc(CCNC(=O)COC(=O)c2ccccc2O)cc1OCC
    -10	18	-3	2	4	-1	9	-0.4	15	1
[49] Cc1nc(NCCc2ccccc2)sc1C(=O)N(C)C
    -61	-56	-2	-1	11	2	41	1.6	21	-7
[50] CCC1=C(OC(=O)N(CC)CC)N2C(=O)OC(=NCCc3c[nH]c4ccccc34)[C@]2(Cc2ccccc2)[C@H]2C1=CC[C@H]1C(=O)N(c3ccccc3)C(=O)[C@H]12
    .	-23	5	.	-7	-23	-4	0.9	-2	.
[51] CN(CCOC(=O)CN1C(=O)c2ccccc2C1=O)C1=NS(=O)(=O)c2ccccc21
    -8	-89	0	0	-4	-5	11	-0.5	16	-1
[52] CN(CC(=O)NC1CCCCCC1)S(=O)(=O)c1ccc(Br)cc1
    -3	-3	9	-9	8	4	31	-0.3	17	1
[53] Cc1nc(C)c(CCNC(=O)c2ccccc2)s1
    -7	11	1	0	-9	1	-8	0.5	3	2
[54] CCCN1C(=O)/C(=C/c2ccc(C)o2)NC1=S
    10	-7	-3	-7	9	2	10	0.3	13	-2
[55] C=CCc1cccc(/C=N/NC(=O)C(=O)Nc2ccc(C)cc2)c1O
    -26	-11	-3	-7	2	0	26	2.3	23	-4
[56] CCOC(=O)c1c(C)[nH]c(C)c1S(=O)(=O)NCc1ccccc1C
    -8	8	2	-2	4	0	12	-0.4	15	1
[57] COc1ccc(N(C(=O)c2ccncc2)S(=O)(=O)c2ccc(OC)c(OC)c2)cc1
    -6	1	-1	-2	1	0	5	-0.1	34	-1
[58] COc1cccc(-n2sc3c(c2=S)-c2cc(OC)ccc2NC3(C)C)c1
    23	-2	0	3	17	0	16	0.4	19	4
[59] COCCCNC(=O)c1cc2c(=O)n3cccc(C)c3nc2n(C(C)C)c1=N
    8	-5	-2	8	-5	0	1	-1.1	21	1
[60] O=C(CC(=O)N/N=C/c1c(F)cccc1Cl)NCCc1ccccc1
    -21	1	-1	-2	0	-1	2	-0.4	7	-2

Remaining list, next part:
Results follow in this order: KLF5 inhibitor	aSyn UTR inh	GSK3A inh	IEC-6 tox	HSF1 inh	GSK3beta inhib	HSF-1 act	HIF act	AI-2 QS mod	HSP90 refold inh
[61] Cc1cc(NC2CCCCC2)nc(NCc2ccccc2)n1
    -21	-11	2	10	-4	-2	-16	-0.3	9	3
[62] CCCCOc1ccc(-c2nnn(C(C)(C)C(=O)OC)n2)cc1
    -21	-47	-3	-2	20	3	20	1.0	22	-1
[63] O=C(CNc1ccc(Br)cc1)c1ccccc1
    5	-52	-2	2	18	-2	31	1.1	14	3
[64] CCOC(=O)CNC(=S)NN(C)C
    5	11	-1	7	-7	1	1	-0.3	10	4
[65] O=[N+]([O-])c1cccc(NC(=S)NCCc2ccccc2)c1
    -33	-7	.	3	.	2	.	0.5	-9	3
[66] CC(NC(c1ccccc1)c1ccccc1)C(=O)N1CCCc2ccccc21 (stereo not drawn)
    -27	5	-1	1	5	-1	-2	-0.6	5	-2
[67] C=CCOC(=O)C1=C(C)N=c2s/c(=C3\C(=O)N(CC(=O)O)c4ccccc43)c(=O)n2C1c1ccc(OC)cc1 (stereo not drawn)
    -3	41	2	-4	-6	5	13	-0.2	10	1
[68] O=C1NCC(c2ccccc2)C1C(=O)N/N=C\c1ccc(-c2cccc(Cl)c2Cl)o1 (stereo not drawn)
    -27	7	-1	-2	10	2	35	-0.2	6	-2
[69] COc1cc(/C=C2\SC(N)=NC2=O)cc(Cl)c1O
    -7	-15	8	5	-5	2	-10	0.0	22	-1
[70] Cc1c(NC(=O)c2cc(-c3ccc(Br)cc3)on2)c(=O)n(-c2ccccc2)n1C
    -4	8	-2	3	-3	1	4	0.0	21	2

High-throughput results (PubChem BioAssay)
